mouse EphA4 binding: EphA4 ligand-binding antagonists – biochemical, colorimetric, mouse EphA4, primary screen (AID 689) | EphA4-AP binding to KYL peptide, pNPP A405; higher % means a stronger effect | inhibition, % at 10 µM; hits with a dose series show IC50 in µM | 62,000 compounds, 0.1% hits; in the data active = a potency from the dose series; inactive = the rest, 99 in 100 with inhibition below about 22%
Numbers without * were called inactive.

Cc1ccc(N(CC(=O)NCc2ccc3c(c2)OCO3)S(=O)(=O)c2c(C)noc2C)cc1 was read as mouse EphA4 binding -2%.
`O=S(=O)(Nc1nc2ccccc2nc1Nc1ccccc1)c1ccccc1` gave mouse EphA4 binding -13%.
CCOC(=O)C1CCN(C(=O)c2n[nH]c(=O)c3ccccc23)CC1 was read as mouse EphA4 binding -7%.
`CCc1n[nH]c2c1/C(=N\O)CC(C)(C)C2` gave mouse EphA4 binding -4%.
Screening O=C(Nc1cccc(NC(=O)c2ccc(Cl)cc2Cl)c1)c1ccccc1F returned mouse EphA4 binding -2%.
For Cc1ccc(C)c(NC(=O)CCC(=O)N/N=C/c2ccc[nH]2)c1 the results were mouse EphA4 binding -6%.
For Cc1ccccc1N1CCN(C(=O)c2ccccc2NC(=O)/C=C\C(=O)O)CC1 the results were mouse EphA4 binding -13%.
Screening O=C(Nc1ccc(Cl)c(Cl)c1)N1CC=CCC1 returned mouse EphA4 binding -8%.
Screening C=CCSc1nnc(Cc2cc(=O)[nH]c(=O)[nH]2)n1-c1cc(C)ccc1C returned mouse EphA4 binding 6%.
O=C(/C=C/Nc1cccc([N+](=O)[O-])c1)c1cccs1 was read as mouse EphA4 binding 0%.
COc1cc(NC(=O)c2cc(C(C)C)on2)cc(OC)c1OC was read as mouse EphA4 binding -7%.
For O=C(Nc1ccccc1N1CCOCC1)c1ccc2c(c1)C(=O)N(Cc1ccncc1)C2=O the results were mouse EphA4 binding -3%.
`CCOC(=O)N1CCN(C(=O)CN(Cc2ccc(Cl)cc2)S(=O)(=O)c2ccc(C)cc2)CC1` gave mouse EphA4 binding 6%.
Screening COc1cccc(/C=N/n2c(-c3cccs3)n[nH]c2=S)c1 returned mouse EphA4 binding -13%.
`C=CCn1cc(C(=O)NCc2ccco2)c(=O)c2cc(S(=O)(=O)N3CCCCCC3)ccc21` gave mouse EphA4 binding 4%.
`C=CCN(CC=C)Cc1ccc(C(=O)OC)o1` gave mouse EphA4 binding -8%.
Screening CCOc1cc(C)nc(N2CCC(C(=O)Nc3ccccc3OCC)CC2)n1 returned mouse EphA4 binding -20%.
Screening c1ccc([C@H]2CC3C[C@@H](c4ccccc4)N2O3)cc1 returned mouse EphA4 binding 14%.
For CC(C)N(C(=O)COC(=O)c1ccccc1C(=O)N1CCN(c2ccc(F)cc2)CC1)C(C)C the results were mouse EphA4 binding -7%.
For Cc1cc(C(=O)COC(=O)c2n[nH]c3ccccc23)c(C)n1CC1CCCO1 (stereo unspecified) the results were mouse EphA4 binding -10%.
Screening O=C1c2ccccc2NC(c2ccccc2)N1Cc1ccccc1 (stereo unspecified) returned mouse EphA4 binding 3%.
`Cc1ccc(S(=O)(=O)CC#CCOC(=O)c2ccc([N+](=O)[O-])cc2)cc1` gave mouse EphA4 binding -1%.
COc1ccc(C2=Nc3cccc4cccc(c34)N2)cc1 was read as mouse EphA4 binding 16%.
Cn1c(=O)c2c(nc(N3CCCCCC3)n2CCSc2nc3ccccc3o2)n(C)c1=O was read as mouse EphA4 binding 15%.
Cc1ccc(NN2C(=O)C=C(c3ccc(Cl)cc3)C2=O)cc1 was read as mouse EphA4 binding -8%.
COCc1c(C(=O)OCC(=O)N2c3ccccc3NC(=O)C2(C)C)oc2ccccc12 was read as mouse EphA4 binding -4%.
For Cc1cc(C)c2c(-n3cccc3)c(C(=O)NNS(=O)(=O)c3ccccc3)sc2n1 the results were mouse EphA4 binding 2%.
CCc1ccc(N/C(SCc2cccc(F)c2)=C(/C#N)C(=O)NCc2ccco2)cc1 was read as mouse EphA4 binding -3%.
`CCN(CCCNC(=O)C1CCC(=O)N1C1CCCC1)c1cccc(C)c1` (stereo unspecified) gave mouse EphA4 binding -4%.
For CCN(C(=O)CSc1nncs1)c1c(N)n(Cc2ccccc2)c(=O)[nH]c1=O the results were mouse EphA4 binding 9%.
Cc1cc(OCCOCCN2CCCC2)ccc1C(C)C was read as mouse EphA4 binding -12%.
Screening CC1CCN(S(=O)(=O)c2ccc(NC(=O)c3ccc([N+](=O)[O-])cc3)cc2)CC1 returned mouse EphA4 binding -5%.
CCC1(N(C(C)=O)c2ccc(OC)cc2)C(=O)c2ccccc2C1=O was read as mouse EphA4 binding -7%.
Screening O=C(Nc1ccc2oc(=O)ccc2c1)c1ccco1 returned mouse EphA4 binding 6%.
Screening CC(=O)Nc1ccc(-c2cc3ccccc3o2)cc1 returned mouse EphA4 binding -8%.
For Cc1ccc(N2CN=c3s/c(=C\c4cccnc4)c(=O)n3C2)cc1 the results were mouse EphA4 binding 4%.
Screening CC1CCN(c2nc3ccccc3n3cnnc23)CC1 returned mouse EphA4 binding -12%.
For COc1ccc(-c2noc(N(C)CC(=O)Nc3cccc(C(F)(F)F)c3)n2)cc1 the results were mouse EphA4 binding 5%.
`O=C(c1cccc(Cl)c1)N1CCN(C2CCCCCC2)CC1` gave mouse EphA4 binding -18%.
`COc1ccc(/C=N/NC(=O)C2CCN(c3ncc(C(F)(F)F)cc3Cl)CC2)cc1` gave mouse EphA4 binding -15%.
CCn1nnnc1SCC(=O)Nc1cc(OC)cc(OC)c1 was read as mouse EphA4 binding 6%.
`C=CCOc1ccc(C=C2C(=O)NC(=O)NC2=O)cc1OC` gave mouse EphA4 binding -10%.
For CCN(CCCn1c(=S)[nH]c2ncccc2c1=O)c1ccccc1 the results were mouse EphA4 binding -16%.
For Cc1nnc(NC(=O)c2sc3nc(-c4cccs4)cc(C(F)(F)F)c3c2N)s1 the results were mouse EphA4 binding 4%.
Screening Cc1ccc(C2CC2c2n[nH]c(=S)n2-c2ccc(Cl)cc2)cc1 (stereo unspecified) returned mouse EphA4 binding -5%.
`O=c1cc(N2CCC3(CC2)OCCO3)[nH]c(=O)n1C1CCCCC1` gave mouse EphA4 binding 14%.
c1cncc(-c2nc3ccccc3[nH]2)c1 was read as mouse EphA4 binding -6%.
For CCOC(=O)CNC(=O)CSc1nc2cccnc2n1Cc1ccccc1 the results were mouse EphA4 binding 1%.
Cc1ccc(-c2csc(N3CCC(NS(=O)(=O)c4ccc5c(c4)OCCO5)CC3)n2)cc1 was read as mouse EphA4 binding -2%.
Screening CCOc1nc(NCCN2CCOCC2)nc(Nc2ccc(C)cc2)n1 returned mouse EphA4 binding -20%.
For O=C1C2CCCN2C(c2ccccc2)N1c1nccs1 (stereo unspecified) the results were mouse EphA4 binding 19%.
CC(C)CCNC(=O)C1CC(=O)N(C2CCCC2)C1 (stereo unspecified) was read as mouse EphA4 binding -12%.
O=C(Oc1ccc2[nH]cc(CCN3C(=O)c4ccccc4C3=O)c2c1)c1ccco1 was read as mouse EphA4 binding 3%.
For Cc1ccc(NC(=O)N(Cc2cccnc2)Cc2ccco2)cc1C the results were mouse EphA4 binding -3%.
CCOc1ccccc1NC(=S)NC(=O)CCCOc1ccc(Cl)cc1Cl was read as mouse EphA4 binding -19%.
`CC1CCCN(c2nc3c(c(=O)n(C)c(=O)n3C)n2CCSc2nc3ccccc3s2)C1` (stereo unspecified) gave mouse EphA4 binding 13%.
COc1ccc(N(CC(=O)Nc2ccc(C(=O)N3CCOCC3)cc2)S(=O)(=O)c2ccccc2)cc1 was read as mouse EphA4 binding 8%.
`N#Cc1ccccc1NC(=O)Nc1cccs1` gave mouse EphA4 binding -2%.
Screening COc1cccc(CNC(=O)c2nnn(CC(=O)Nc3ccc(C)c(C)c3)c2N)c1 returned mouse EphA4 binding -6%.
Screening CCOCc1cnc(C)nc1NCC(=O)c1c(C)n(C)c2ccc(OC)cc12 returned mouse EphA4 binding -5%.

4 consecutive compounds already listed, quoted:
CCn1nnnc1SCC(=O)Nc1cc(OC)cc(OC)c1 was read as mouse EphA4 binding 6%.
`C=CCOc1ccc(C=C2C(=O)NC(=O)NC2=O)cc1OC` gave mouse EphA4 binding -10%.
For CCN(CCCn1c(=S)[nH]c2ncccc2c1=O)c1ccccc1 the results were mouse EphA4 binding -16%.
For Cc1nnc(NC(=O)c2sc3nc(-c4cccs4)cc(C(F)(F)F)c3c2N)s1 the results were mouse EphA4 binding 4%.

Next structures.
`CCn1c2ccc(/C(C)=N\O)cc2c2cc(/C(C)=N\O)ccc21` gave mouse EphA4 binding -9%.
`Cc1cccc(Nc2nnc(SCc3cn4ccsc4n3)s2)c1` gave mouse EphA4 binding 6%.
Screening CCN1CCN(Cc2c(O)ccc3c(=O)c(-c4ccc(OC)c(OC)c4)c(C)oc23)CC1 returned mouse EphA4 binding 7%.
Screening COc1ccc(Cl)cc1C(=O)NNC(=S)NC(=O)c1cc(-c2ccc(Cl)cc2)nc2ccccc12 returned mouse EphA4 binding 12%.
For COc1ccc(NC(=O)C23CC4CC(C2)CC(n2cnc(Br)n2)(C4)C3)cc1OC the results were mouse EphA4 binding -7%.
For CC(C)CN1C(=O)NC(NC(=O)c2cccs2)(C(F)(F)F)C1=O (stereo unspecified) the results were mouse EphA4 binding -6%.
`CCSc1nc2n(n1)C(c1cccc(F)c1)C1=C(CCCC1=O)N2` (stereo unspecified) gave mouse EphA4 binding 0%.
Screening O=C(/C=C(\c1ccc(Cl)cc1)n1cncn1)c1ccc(Cl)cc1 returned mouse EphA4 binding -1%.
For CCOC(=O)c1sc2ncnc(NCc3ccco3)c2c1C the results were mouse EphA4 binding 8%.
Screening CCn1cc(C(=O)OCC(=O)N(C)C2CCS(=O)(=O)C2)c(=O)c2ccc(C)nc21 (stereo unspecified) returned mouse EphA4 binding -12%.
For CC(C)COc1ccc(C(=O)Nc2scc(-c3ccc(Cl)cc3Cl)c2C(N)=O)cc1 the results were mouse EphA4 binding -14%.
`O=C(Cn1c(=O)c2c(ncn2Cc2ccccc2)n(Cc2ccccc2)c1=O)NC1CC1` gave mouse EphA4 binding 2%.
CN(C)c1nc2sc3c(c2c(=O)n1C)CC(C)(C)OC3 was read as mouse EphA4 binding -8%.
For CCOC(=O)C1CCN(S(=O)(=O)c2cccc(-c3cn4cc(C)ccc4n3)c2)CC1 the results were mouse EphA4 binding -11%.
Screening Cc1ccc(C(=O)Sc2nc(-c3ccccc3)[nH]c2S(=O)(=O)c2ccc(C)cc2)cc1 returned mouse EphA4 binding -3%.
Screening Cc1ccc(N(CC(=O)Nc2cc(Cl)ccc2Oc2ccccc2)S(C)(=O)=O)cc1C returned mouse EphA4 binding 3%.
Screening C=C(C)COc1ccc2oc(-c3ccccc3)c(C(=O)O)c2c1 returned mouse EphA4 binding 6%.
`O=C1OC2C=CC=CC2C=C1C(=O)N1CCSC1c1ccc2c3c(cccc13)CC2` (stereo unspecified) gave mouse EphA4 binding 2%.
Screening O=C(OCc1c(Cl)nc2sccn12)c1cc2c(s1)CCCC2 returned mouse EphA4 binding -21%.
For Cc1c(N=Cc2cccs2)c(=O)n(-c2ccccc2)n1C the results were mouse EphA4 binding 4%.
Screening c1ccc(OCCOCCN2CCOCC2)cc1 returned mouse EphA4 binding -4%.
c1ccc2c(CSCc3nc4ccccc4[nH]3)cccc2c1 was read as mouse EphA4 binding -15%.
For O=C(Nc1ccc(Cl)cc1)NC1CCS(=O)(=O)C1 (stereo unspecified) the results were mouse EphA4 binding 1%.
CCOc1ccc(NC(=O)COc2ccccc2)c([N+](=O)[O-])c1 was read as mouse EphA4 binding -12%.
`CC(CNC(=O)c1cncc(O)c1)NC(=O)c1cncc(O)c1` (stereo unspecified) gave mouse EphA4 binding 6%.
N#CC1=C(SCC(N)=O)NC(=O)CC1c1ccccc1Cl (stereo unspecified) was read as mouse EphA4 binding 6%.
`Cc1nc(SCC(=O)Nc2c(C)nn(C)c2C)c2cnn(-c3ccccc3)c2n1` gave mouse EphA4 binding -14%.
`CC(=O)NC(=S)Nc1ccc(NC(=O)COc2ccc(Cl)cc2Cl)cc1` gave mouse EphA4 binding -1%.
Screening CCOc1ccc(OC(=O)C(CCS(C)(=O)=O)N2C(=O)c3ccccc3C2=O)cc1 (stereo unspecified) returned mouse EphA4 binding -12%.
`CCOC(=O)c1sc(NC(=O)c2sccc2C)cc1C` gave mouse EphA4 binding -8%.
Screening Cc1ccc(S(=O)(=O)/N=C(\c2ccccc2)N(C)C)cc1 returned mouse EphA4 binding -2%.
`Cc1ccccc1C(=O)Nc1ccc(C(=O)NNC(=O)CCCOc2ccc(Cl)cc2Cl)cc1` gave mouse EphA4 binding -2%.
Screening COc1ccccc1N1CCN(C(=O)c2cc(-c3ccco3)on2)CC1 returned mouse EphA4 binding 10%.
Screening Cc1ccc(N2C=NNC(=O)C2)cc1C returned mouse EphA4 binding 7%.
`COc1ccc(C(=O)Nc2c(C)ccc3nsnc23)cc1` gave mouse EphA4 binding -4%.
Screening COc1ccc(CN2CCN(C(=O)c3cccnc3)CC2)cc1Br returned mouse EphA4 binding 2%.
`CCN1C(=O)/C(=C/N2CC(C)CC(C)C2)SC1=S` (stereo unspecified) gave mouse EphA4 binding 27%.
For COC(=O)CSc1nc(N)nc(C)c1Br the results were mouse EphA4 binding -7%.
For Clc1ccc2c(NNc3ccccc3Cl)ccnc2c1 the results were mouse EphA4 binding -14%.
`O=C(Nc1cccc(-c2nc3ccccc3[nH]2)c1)c1ccco1` gave mouse EphA4 binding -14%.
Screening COc1ccccc1N1CCN(C(=O)c2ccncc2)CC1 returned mouse EphA4 binding 42%.
CC1CCCN(C(=O)COC(=O)c2ccc[nH]c2=O)C1 (stereo unspecified) was read as mouse EphA4 binding -3%.

By substructure: those above containing an aryl thioether with sulfur outside any ring.
Screening C=CCSc1nnc(Cc2cc(=O)[nH]c(=O)[nH]2)n1-c1cc(C)ccc1C returned mouse EphA4 binding 6%.
Cn1c(=O)c2c(nc(N3CCCCCC3)n2CCSc2nc3ccccc3o2)n(C)c1=O was read as mouse EphA4 binding 15%.
For CCN(C(=O)CSc1nncs1)c1c(N)n(Cc2ccccc2)c(=O)[nH]c1=O the results were mouse EphA4 binding 9%.
CCn1nnnc1SCC(=O)Nc1cc(OC)cc(OC)c1 was read as mouse EphA4 binding 6%.
For CCOC(=O)CNC(=O)CSc1nc2cccnc2n1Cc1ccccc1 the results were mouse EphA4 binding 1%.
`CC1CCCN(c2nc3c(c(=O)n(C)c(=O)n3C)n2CCSc2nc3ccccc3s2)C1` (stereo unspecified) gave mouse EphA4 binding 13%.
`Cc1cccc(Nc2nnc(SCc3cn4ccsc4n3)s2)c1` gave mouse EphA4 binding 6%.
`CCSc1nc2n(n1)C(c1cccc(F)c1)C1=C(CCCC1=O)N2` (stereo unspecified) gave mouse EphA4 binding 0%.
`Cc1nc(SCC(=O)Nc2c(C)nn(C)c2C)c2cnn(-c3ccccc3)c2n1` gave mouse EphA4 binding -14%.
For COC(=O)CSc1nc(N)nc(C)c1Br the results were mouse EphA4 binding -7%.

Screening data from PubChem BioAssay.

Not all compounds are listed (hit frequency here may not be typical).
